Source: PubChem BioAssay
MITF inh: human MITF inhibition, primary screen; O75030; AlphaScreen MITF homodimerization, bead proximity signal; inhibition, % at 2.6 µM; 650,000 tested, 0.91% active; in the data active = inhibition above about 50%;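 note: 0% = vehicle wells with protein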
FBW7 activator: human FBW7 E3 ligase activation, primary screen | Q969H0 | AlphaScreen FBW7–phospho-cyclin E peptide binding, activator screen | normalized activity (activation), % at 26.1 µM | 650,000 tested, 0.13% active; in the data active = normalized activity above about 1.9%;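 note: purified mutant Fbw7 with reduced substrate affinity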
Target sequence (Q969H0 whole entry, looked up): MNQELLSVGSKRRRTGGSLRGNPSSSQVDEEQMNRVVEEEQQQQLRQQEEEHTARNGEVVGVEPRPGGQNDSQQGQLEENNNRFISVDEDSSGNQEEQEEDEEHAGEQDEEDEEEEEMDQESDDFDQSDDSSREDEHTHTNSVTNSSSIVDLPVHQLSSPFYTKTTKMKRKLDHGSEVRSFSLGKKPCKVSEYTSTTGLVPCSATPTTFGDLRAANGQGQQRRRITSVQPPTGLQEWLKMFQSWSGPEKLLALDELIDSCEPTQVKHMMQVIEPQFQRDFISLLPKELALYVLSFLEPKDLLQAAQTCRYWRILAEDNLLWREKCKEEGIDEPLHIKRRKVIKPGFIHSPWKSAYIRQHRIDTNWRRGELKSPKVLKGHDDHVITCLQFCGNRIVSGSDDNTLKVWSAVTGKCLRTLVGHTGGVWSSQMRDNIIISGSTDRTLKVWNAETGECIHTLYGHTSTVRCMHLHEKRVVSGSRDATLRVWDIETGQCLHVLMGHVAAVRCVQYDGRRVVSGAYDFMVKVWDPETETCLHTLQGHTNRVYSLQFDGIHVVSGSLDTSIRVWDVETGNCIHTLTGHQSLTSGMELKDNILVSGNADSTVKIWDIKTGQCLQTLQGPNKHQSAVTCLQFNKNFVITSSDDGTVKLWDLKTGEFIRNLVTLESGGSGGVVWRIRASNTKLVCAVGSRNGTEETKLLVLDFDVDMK
GPR151 activ: human GPR151 activation. PathHunter beta-arrestin GPR151 cells, luminescence. 650,000 tested, 1% active. activation, % at 11.2 µM; in the data active = activation above about 4.9%;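 note: 0% = median of compound wells and 100% = cells with positive control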
TEAD-YAP block: TEAD-YAP interaction inhibition; HEK-TIYL cells, TEAD-Gal4/YAP UAS-luciferase luminescence; inhibition, % at 9.12 µM; 640,000 tested, 1.4% active; AID 1259422; in the data active = inhibition above about 32%;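 note: 0% = median of test compound wells and 100% = reference inhibitor wells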
Numbers without * were called inactive. Compounds as they come. Share with any hit: about 3.5%.

Under each structure – MITF inh, FBW7 activator, GPR151 activ, TEAD-YAP block
COCc1nnc(NC(=O)CCCOc2ccccc2C)s1
→ 2.2, -0.1, 0.4, -3.5
CNC(=O)c1cc2c(=O)n3cc(C)ccc3nc2n(CC2CCCO2)c1=N (centres undefined)
→ 3.8, -0.3, -0.6, -4.0
CC(C)(C)c1ccc(C2=N/C(=C\c3cccnc3)C(=O)O2)cc1
→ 6.9, 0.3, 1.1, 12.1
O=c1c2ccccc2nc2c3ccccc3c(N3CCOCC3)nn12
→ 15.5, 0.1, 2.1, 6.0
NC(=O)c1ccc(-c2nc(C(=O)Nc3ccccc3)cs2)cc1
→ 13.7, 0.0, -1.9, 12.9
COc1ccc(-c2nnc(N(C)C(=O)C(C)C)s2)cc1
→ 2.4, 0.1, 0.0, -43.9
C/C(=N\NC(=O)COc1ccc(Cl)cc1)c1ccco1
→ 21.8, 0.5, -1.2, -14.8
CN(CCc1ccccn1)C(=O)CCC1CCCN(Cc2ccc3c(c2)CCO3)C1 (centres undefined)
→ -8.9, 0.1, -0.5, -5.1
OC1CCC(Nc2nccc(NC3CCN(Cc4ccccc4)CC3)n2)CC1 (centres undefined)
→ 2.2, 0.0, 1.0, 13.5
CCNC(=O)C(=O)Nc1ccccc1Cl
→ 17.1, -0.1, 1.7, -11.2
Cc1cc(C)c(Nc2ccc([N+](=O)[O-])ccc2=O)c(C)c1
→ 33.0, -1.3, -0.8, 5.1
N#Cc1ccc(NC(=O)c2sc3nc(N)c(C#N)cc3c2N)cc1
→ 22.7, 0.2, 2.4, -8.8
NC(=Nc1ccc(Cl)cc1)c1ccccc1
→ 17.6, 1.2, -4.1, -22.5
CN(C(=S)NC(=O)C1CC1)c1ccccc1
→ 7.0, 0.5, -1.4, 17.8
CCn1c(COc2cccc3cccnc23)nnc1SCCc1ccccc1
→ -0.4, -0.2, 1.7, -2.1
C=CCOc1ccc(C(=O)Nc2nnc(C)s2)cc1
→ 17.3, 0.3, -1.6, -53.0
O=C(CNC(=S)N(Cc1ccccc1F)C1CCCCC1)NC1CCCC1
→ 12.0, 0.2, 1.1, 6.4
NC(=O)c1oc2ccccc2c1NC(=O)c1cc(Cl)ccc1[N+](=O)[O-]
→ -3.4, 0.1, 1.7, -9.2
O=C(Cc1c(C(=O)O)[nH]c2ccccc12)NC1CCCC1
→ 3.5, 0.2, 0.8, 4.4
O=C(Nc1nnc(C2=COCCO2)o1)c1cc(=O)c2ccccc2o1
→ 8.9, -0.1, -1.1, 11.2
c1coc(CNc2ncc(-c3cccc4ncccc34)n3ccnc23)c1
→ 12.5, 0.1, -0.3, -2.0
Cc1ccc(N(C)C(=O)COc2cc(=O)n(C)c3ccccc23)cc1C
→ 13.8, 0.8, 0.0, 0.3
CC(=O)NCC1CCC2(CCN(Cc3ccc(F)cc3)CC2)O1 (centres undefined)
→ 13.8, 0.2, -1.9, 9.4
COc1ccc(/C=C/C(=O)N2CCN=C2c2ccccc2)cc1OC
→ 3.3, 0.0, -0.4, 5.7
COC(=O)CN(c1cc(Cl)cc(Cl)c1)S(=O)(=O)c1ccccc1
→ 12.0, 0.0, -0.1, 1.4
CCOC(=O)c1c(NC(=O)c2ccccc2O)sc(C)c1-c1ccc(OC)c(OC)c1
→ 13.6, 0.0, 2.9, 1.9
O=C1c2ccccc2C(=O)N1CCc1cn2ccsc2n1
→ 2.0, -0.1, -0.6, -4.2
CC(C)NC(=S)Nc1ccc2[nH]c(=O)[nH]c2c1
→ -17.3, 0.1, 0.2, -7.7
CN(C)C(CNS(=O)(=O)c1ccccc1[N+](=O)[O-])c1ccco1 (centres undefined)
→ 15.3, -0.1, 0.4, 0.3
Cn1c(SCC(=O)c2ccc(Cl)cc2)nnc1-c1ccccc1N
→ 5.6, 0.0, -0.3, 5.3
CC(C(=O)N1CCn2c(nnc2C2CC2)C1)n1nc2ccccc2n1 (centres undefined)
→ -5.0, -0.2, 1.2, -4.0
CCOC(=O)c1cccc(NS(=O)(=O)c2ccc3c(c2)oc(=O)n3C)c1
→ 6.2, 0.0, -1.1, 25.5
CC(=O)NS(=O)(=O)c1ccc(NC(=O)Cc2ccc(Br)cc2)cc1
→ -3.7, -0.1, 0.8, 4.3
CCOC(=O)C1CCN(c2c(NCCN3CCCCCC3)c(=O)c2=O)CC1
→ -0.1, 0.0, -0.4, -3.4
CCCNc1cc(C)nc(-c2ccc(OC)nc2)n1
→ 22.4, 0.3, 4.3, -75.7
CCCCC(=O)Nc1ccc(NC(=O)c2ccccc2)nc1
→ 3.9, 0.0, -0.1, -7.4
COc1ccc(C(=O)COC(=O)c2ccc(S(=O)(=O)N3CCOCC3)cc2)cc1
→ -5.2, 0.2, -2.7, 12.8
COC(=O)COc1ccc2c(c1)OC1(CC2c2ccccc2)CC(C)(C)NC(=O)N1 (centres undefined)
→ -4.3, -0.1, 1.0, -4.4
Cc1ccc(-n2c(=S)sc3c(=O)n(-c4ccccc4F)c(SCC(=O)Nc4ccc(N(C)C)cc4)nc32)cc1C
→ -0.5, -0.2, -0.3, 0.1
O=P1(C(Nc2ccc(O)cc2)c2ccc(Br)cc2)OCCCO1 (centres undefined)
→ 15.6, 0.1, -0.8, -9.2

Some of the entries so far, with each value named.
canonical_smiles: O=P1(C(Nc2ccc(O)cc2)c2ccc(Br)cc2)OCCCO1 (centres undefined)
  MITF inh = 15.6; FBW7 activator = 0.1; GPR151 activ = -0.8; TEAD-YAP block = -9.2

canonical_smiles: CCCCC(=O)Nc1ccc(NC(=O)c2ccccc2)nc1
  MITF inh = 3.9; FBW7 activator = 0.0; GPR151 activ = -0.1; TEAD-YAP block = -7.4

canonical_smiles: CC(C)NC(=S)Nc1ccc2[nH]c(=O)[nH]c2c1
  MITF inh = -17.3; FBW7 activator = 0.1; GPR151 activ = 0.2; TEAD-YAP block = -7.7

canonical_smiles: CCOC(=O)C1CCN(c2c(NCCN3CCCCCC3)c(=O)c2=O)CC1
  MITF inh = -0.1; FBW7 activator = 0.0; GPR151 activ = -0.4; TEAD-YAP block = -3.4

(listing goes on)
structure,MITF inh,FBW7 activator,GPR151 activ,TEAD-YAP block
CCSc1ncc(Cl)c(C(=O)Nc2cccc(C)c2)n1,-2.0,-0.1,2.2,8.4
CCOc1ccc2c(c1)C(=C1SC(C(=O)OC)=C(C(=O)OC)S1)C(=S)C(C)(C)N2C(=O)CN1C(=O)CCC1=O,14.8,-0.1,-0.3,-15.6
CCCc1[nH]nc2c1C(c1ccc(OC(C)C)cc1)C(C#N)=C(N)O2 (centres undefined),-0.6,0.3,0.5,-2.5
COC(=O)C1=C(O)/C(=C\c2cccc(Oc3ccccc3)c2)N=C1C,9.7,-0.1,1.6,9.5
Cc1cc(NCCc2ccc(O)cc2)nc(NC2CCC(O)CC2)n1 (centres undefined),6.4,-0.2,4.8,10.3
CCOc1ccccc1N1CCN(c2ccccc2[N+](=O)[O-])CC1,15.3,-0.3,-0.2,-9.6
CC(=O)Nc1ccc(Nc2cc(N3CCCCC3)c3nonc3c2[N+](=O)[O-])cc1,0.2,-0.1,3.3,-20.8
O=C(Nc1cccc(Cl)c1)C(C(F)(F)F)C(F)(F)F,3.3,-0.1,0.0,-8.0
CC(=O)c1ccc(NC(=O)CSc2ccc3nnc(-c4ccccn4)n3n2)cc1,34.7,-0.2,-1.6,9.6
N#Cc1ccccc1NC(=O)COC(=O)/C=C/C(=O)N1CCCCC1,-1.4,0.0,-0.6,-8.3
CC1(C)CC(=O)C/C(=N\NC(=O)c2ccncc2)C1,-8.2,0.0,-1.4,-11.9
COc1cccc(NC(=O)c2ccc(S(=O)(=O)N3CCCC3)cc2)c1,5.4,-0.1,-0.6,11.1
O=C1OC(/C=C\c2cccc([N+](=O)[O-])c2)=NC/1=C/c1cccnc1,7.4,0.0,-0.8,-2.8
COc1ccc(OC)c(/C=N/NC(=O)CNc2n[nH]c(=O)[nH]c2=O)c1,4.5,-0.1,-0.5,1.1
O=c1c2c3c(sc2ncn1CCO)CC(NCCC1=CCCCC1)CC3 (centres undefined),-2.8,0.0,0.0,7.5
O=c1cc(CSc2nc3ccc(Br)cc3c3nc4ccccc4n23)nc2ccc(Cl)cn12,-6.9,-0.1,0.6,-2.3
CCOC(=O)c1sc(N)c(C#N)c1COC(=O)CNC(=O)C12CC3CC(CC(C3)C1)C2,-2.0,-0.2,0.2,5.0
COc1ccccc1CNC(=O)c1ccccc1Cl,6.3,-0.1,1.1,-5.9
CCC(=O)N(Cc1ccco1)Cc1cc2cc(CC)ccc2n2nnnc12,-9.8,-0.1,1.3,-1.6
Cc1ccc(NC(=S)NC(=O)c2ccccc2Cl)c(Br)c1,10.1,0.3,-0.7,-44.3
COc1ccc(C(=O)CSc2ccccn2)cc1OC,4.1,0.2,0.1,-56.7
COc1ccccc1N1C(=O)CC(S/C(N)=N/N=C(\C)c2ccc(F)cc2)C1=O (centres undefined),1.7,-0.1,0.1,1.7
Nc1nc(Nc2ccc(Oc3ccccc3)cc2)cc(-c2ccc(C(=O)NC3CC3)cc2)n1,-8.1,0.1,4.9,2.1
O=S(=O)(/N=C(\c1ccccc1)N1CCOCC1)c1ccc(Cl)cc1,0.7,0.0,1.1,-7.7
O=C(CCCN1C(=O)c2ccccc2C1=O)NCC(=O)N1CCOCCOCCOCCOCC1,15.9,0.2,-0.9,2.5
COc1cc(C(=O)N2C(=O)CCC2=O)cc(OC)c1OC,4.2,-0.1,0.8,-5.5
COc1cccc(-c2cc(C(F)(F)F)nc(-n3cncn3)n2)c1,-3.0,0.1,0.9,4.2
Cc1c(Cc2ccccc2)sc(NC(=O)COc2ccccc2)c1C(N)=O,-2.8,-0.1,0.1,-26.9
c1ccc(Oc2ccc(-c3nc4ccc(-c5ccncc5)cc4[nH]3)cc2)cc1,14.9,0.0,-1.1,-18.1
Cn1nc(-c2ccccc2)cc1C(=O)Nc1ccc(-c2cn3c(n2)SCC3)cc1,4.5,-0.1,-0.4,-1.8
Cc1cc(-c2cnc(N3CCCC3)nc2C2CCCN(C(=O)c3ccncc3)C2)on1 (centres undefined),11.5,1.0,0.3,-3.8
CCn1c(O)c(C=Nc2ccc(Cl)c(C(=O)O)c2)c(=O)n(CC)c1=S,15.8,-0.3,2.4,-0.2
CCOC(=O)C(=O)NCC(c1ccco1)S(=O)(=O)c1ccc(Cl)cc1 (centres undefined),3.1,-0.1,0.4,12.0
CCn1cc(CNC(=O)CC2C(=O)NCCN2Cc2ccc(OC)cc2OC)cn1 (centres undefined),-0.5,0.3,-0.2,-6.3
CNC(=S)NNC(=O)COc1ccccc1C,12.0,0.0,0.7,1.6
NC(=O)SC/C(=N/S(=O)(=O)c1ccccc1)Nc1ccccc1,7.9,0.7,0.3,-4.2
COc1ccc(C2SCCN2S(=O)(=O)c2ccc(C)c([N+](=O)[O-])c2)cc1OC (centres undefined),6.4,0.0,0.8,-4.5
O=C1NC(c2cccs2)/C(=C(\O)c2ccccc2)C1=O (centres undefined),12.1,0.1,-0.1,-8.8
Cc1cc(NC2CC2)nc(NC2CCC(O)CC2)n1 (centres undefined),-0.4,-0.1,2.1,10.0
Cc1ccccc1Cc1c(C)nc2nc(SCC(=O)NC3CC3)nn2c1C,-6.0,0.0,-0.5,-5.6
CCC(C)(C(=O)NC1CCCCC1)N(C(=O)CC1NC(=O)NC1=O)c1ccccc1 (centres undefined),4.8,0.1,0.3,6.5
CCOC(=O)N1CCC(N(CCOC)C(=S)Nc2ccc(C)cc2)CC1,12.1,0.0,-1.0,-3.5
COc1ccc(C2CC(c3ccc(F)c(Br)c3)n3ncnc3N2)cc1 (centres undefined),-2.2,-0.1,3.1,-6.0
C/C(=N\NC(=S)NC(C)C)c1ccccc1,-4.0,0.1,-0.8,-0.3
CC1CCCCC1NS(=O)(=O)c1ccc2c(c1)CCN2C(=O)C1CC1 (centres undefined),2.4,-0.2,4.1,0.3
O=S(=O)(NCC(c1cccnc1)N1CCN(c2ccccc2F)CC1)c1ccccc1 (centres undefined),20.9,0.8,0.2,7.5
CC(C)Cc1nc2ccccc2n1C(C)C(=O)O (centres undefined),-1.8,-0.2,1.0,7.1
O=C(NNc1nc2ccccc2s1)C1CC1,-17.0,-0.1,-0.9,-0.4
COCCn1c(=S)[nH]c2scc(-c3ccc(F)cc3)c2c1=O,2.1,-0.1,-0.8,1.9
CCC/C(C)=N\NC(=O)CNc1cccc(Br)c1,-1.6,0.0,-1.1,-4.4

Continuation.
structure,MITF inh,FBW7 activator,GPR151 activ,TEAD-YAP block
CC1=C(C(=O)Nc2ccc(C)cc2)C(c2ccccc2)NC(=S)N1 (centres undefined),6.6,-0.1,-1.0,-2.1
Cc1ccccc1NC(=O)c1c(C)nc(SCC(N)=O)c(C#N)c1-c1ccc(Cl)cc1,-7.3,-0.1,0.9,-3.8
CN(C)c1ccccc1-c1cncc(-c2ccc(C(=O)NCCO)cc2)n1,2.4,0.1,1.2,-2.0
O=C(NOC(=O)c1ccccc1Br)c1ccc(Cl)cc1,-9.6,-0.1,8.0*,7.9
COc1ccccc1CNC(=O)c1sc2nc(C)nc(N(C)c3ccc(C(C)C)cc3)c2c1C,-9.6,-0.1,1.5,3.5
CCOC(=O)Cc1csc(NC(=O)c2cc3ccccc3oc2=O)n1,-7.8,-0.1,-1.1,-2.7
CN1CCN(Cc2ccc(NC(=O)NC3CCCCC3)cc2)CC1,3.0,0.7,-1.2,-19.6
